Screening results deposited in PubChem by National Center for Advancing Translational Sciences (NCATS).
TDP1 cell noCPT = qHTS for Inhibitors of human tyrosyl-DNA phosphodiesterase 1 (TDP1): qHTS in cells in absence of CPT; DT40 Tdp1-/- hTDP1 cells, no CPT, ATP luminescence, 48 h; Potency, µM (titrated, usually from 46.2 µM), for inactives: top-dose activity change, negative = growth inhibition, usual class: inhibitors; 420,000 compounds, 15% hits; AID 686978, 2013; further: nearly all actives have a fitted effect of over 55% in size
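A cellular qHTS used chicken DT40 cells lacking endogenous Tdp1 but carrying stably transfected human TDP1. Compounds were applied without camptothecin, and cell growth kinetics were judged by ATP-dependent luminescence after ≥48 hr.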
DT40 TDP1 CPT = qHTS for Inhibitors of human tyrosyl-DNA phosphodiesterase 1 (TDP1): qHTS in cells in presence of CPT | chicken DT40 Tdp1-/-;hTDP1 cells + 20 nM CPT, ATP luminescence, 48 h | Potency, µM (top dose mostly 46.2 µM), without a hit: at the highest dose activity change, negative = growth inhibition, hits mostly inhibitors | 420,000 compounds, 12% hits | AID 686979, 2013; further: nearly all actives have a fitted effect of over 55% in size
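Cell growth measured by CellTiter-Glo luminescence after a minimum 48 h, 37 C compound exposure with 20 nM CPT in Tdp1-knockout DT40 cells stably expressing hTDP1, seeded 400/well; qHTS titration format.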
TDP1 block = qHTS Assay for Inhibitors of Tyrosyl-DNA Phosphodiesterase (TDP1) | Tyrosyl-DNA phosphodiesterase 1 (Homo sapiens), Q9NUW8 | recombinant TDP1, AlphaScreen DNA substrate cleavage | 350,000 compounds, 0.28% hits | AID 485290, 2010 | Potency, µM (doses to about 130 µM), for the others: at the top dose activity change, negative = inhibition, hits mostly inhibitors; further: nearly all actives have a fitted effect of over 40% in size
Target sequence (Q9NUW8 whole entry, looked up): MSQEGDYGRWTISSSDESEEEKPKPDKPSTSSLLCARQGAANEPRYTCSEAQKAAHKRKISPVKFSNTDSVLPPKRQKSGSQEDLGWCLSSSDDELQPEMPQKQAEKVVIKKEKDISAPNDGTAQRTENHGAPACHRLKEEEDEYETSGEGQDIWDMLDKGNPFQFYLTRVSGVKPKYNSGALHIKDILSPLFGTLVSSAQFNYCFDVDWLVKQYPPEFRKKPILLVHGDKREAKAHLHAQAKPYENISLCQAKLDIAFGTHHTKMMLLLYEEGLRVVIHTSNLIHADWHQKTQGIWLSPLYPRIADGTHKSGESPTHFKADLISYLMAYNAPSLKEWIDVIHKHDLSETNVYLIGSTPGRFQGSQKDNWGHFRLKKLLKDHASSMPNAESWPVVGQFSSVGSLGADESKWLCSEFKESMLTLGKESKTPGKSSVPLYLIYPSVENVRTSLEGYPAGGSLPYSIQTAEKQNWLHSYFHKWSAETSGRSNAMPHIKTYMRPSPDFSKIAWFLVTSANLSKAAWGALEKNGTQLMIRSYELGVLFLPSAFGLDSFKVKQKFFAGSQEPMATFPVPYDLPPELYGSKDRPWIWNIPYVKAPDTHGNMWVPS
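Enzyme-compound mixtures sat 15 min at room temperature, followed by a 5 min reaction with 15 nM final substrate and 10 min with AlphaScreen beads. Recombinant human Tdp1 was used at 1 nM final.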
Numbers without * were called inactive; u = inconclusive; x = no result given; [ ] = remark or other dose. The call rests on the fitted dose curve; in most records, active means well fitted curve in the direction sought with a large enough effect; inconclusive means small, poorly fitted or top-dose-only effect, or another doubt; inactive means no such curve, though single readings can be large; an effect the other way counts as inactive or inconclusive. On the % scale 0 is the no-effect control and ±100 the full control effect; potency means the concentration at half of the fitted maximal effect.

Fields: TDP1 cell noCPT	DT40 TDP1 CPT	TDP1 block
1	O=C(CSc1c2c(nc3ccc(Cl)cc13)CCCC2)NCc1ccco1
 : 18µM*	u	4%
2	O=C(Nc1ccccc1)C1CCCN(S(=O)(=O)c2ccc(-n3cnnn3)cc2)C1 (stereo not drawn)
 : 3%	-10%	1%
3	CCN(CC(=O)Nc1ccccc1C(=O)OC)S(=O)(=O)c1ccccc1
 : u	23µM*	4%
4	NS(=O)(=O)c1ccc(CCNC(=O)CCCOc2ccccc2)cc1
 : u	-14%	3%
5	N#Cc1ccsc1NC(=O)CCN1CCN(C(c2ccccc2)c2ccccc2)CC1
 : 26µM*	29µM*	11%
6	CCC(=O)c1cn(CC(=O)Nc2ccc(C)cc2)c2ccccc12
 : -2%	-3%	x
7	c1cc(CN2CCN(C3CCCCCC3)CC2)ccn1
 : 6%	-5%	-13%
8	CCOC(=O)Cc1n[nH]c(=O)c2ccccc12
 : -23%	-29%	3%
9	COc1cccc(CNC(=S)Nc2ccc3c(c2)c(=O)n(C)n3C)c1
 : -2%	-3%	x
10	O=c1cc(O)nc(SCc2ccccc2)[nH]1
 : -3%	-9%	2%
11	CCOC(=O)c1csc(NC(=O)c2cc(OC)c(OC)c(OC)c2)n1
 : u	u	2%
12	CCN(CC)c1ccc(C(=C2C=CC(=[N+](CC)CC)C=C2)c2ccc(N(CC)CC)cc2)cc1
 : 0.73µM*	0.92µM*	x
13	O=C(Oc1cc(=O)n2ccccc2n1)c1ccccc1
 : u	-30%	0%
14	Cc1ccc(C)c2sc(N3CCN(C(=O)c4ccc([N+](=O)[O-])o4)CC3)nc12
 : u	8.2µM*	-5%
15	Cc1cc2c(C)nc(N/N=C/c3ccc(F)cc3)nc2o1
 : u	-19%	-7%
16	CCOc1ccc(NS(=O)(=O)c2cc(NC(=O)c3cccc(C)c3)ccc2Cl)cc1
 : u	16µM*	0%
17	CC(C)COc1ccc(CC(=O)NO)cc1
 : u	8.9µM*	x
18	CCOc1ccc(C(=O)/C=C/c2ccc(SC)cc2)cc1
 : u	u	-6%
19	O=C(NC1CCCC1)C(c1cccnc1)N(CCc1ccccc1)C(=O)c1ccco1 (stereo not drawn)
 : -9%	-4%	-2%
20	CN(CC(=O)Nc1ccccc1Br)C(=O)CCCSc1nc2ccccc2[nH]1
 : -22%	-10%	x
21	Nc1ccc(Oc2ccc([N+](=O)[O-])cc2[N+](=O)[O-])cc1
 : u	18µM*	7%
22	Cc1ccc(NC2c3ncccc3C(=O)N2C2CCCCC2)cc1C (stereo not drawn)
 : -24%	u	10%
23	CC(C)(C)NC(=O)/C(=C\c1ccco1)NC(=O)c1cccs1
 : 0%	12%	0%
24	CC1CCC(NC(=O)CN2CCN(S(=O)(=O)c3cccs3)CC2)CC1 (stereo not drawn)
 : -18%	-21%	1%[56.1 µM]
25	O=C(c1ccco1)N1CCN(Cc2nnc(-c3ccccc3)o2)CC1
 : -2%	14%	1%
26	C=CCn1c(=O)c2c(nc3n2CC(C)CN3Cc2ccccc2)n(C)c1=O (stereo not drawn)
 : u	-18%	5%
27	COc1cc(C(=O)O)c2c(c1C)OC(=O)c1c(C)cc(O)c(C=O)c1O2
 : 1%	24%	x
28	C=CCNC(=S)N1CCC(C(=O)c2ccc(C)cc2)CC1
 : u	26µM*	x
29	CC(C)CNC(=O)c1cccc(NC(=O)Cc2ccc(Br)cc2)c1
 : u	u	-3%
30	CCC(C(=O)NC(C)c1ccccc1)C(=O)NC(C)c1ccccc1 (stereo not drawn)
 : -13%	8%	x
31	CCOc1ccc(NC(=O)CCS(=O)(=O)c2ccc(Br)cc2)cc1
 : 23µM*	u	-10%
32	COc1ccc(N2C(=O)CCC(C(C)=O)=C2C)cc1
 : -15%	-21%	3%
33	CC1CCCCC1NC(=O)COc1cccnc1[N+](=O)[O-] (stereo not drawn)
 : -15%	-16%	0%
34	CCN1C(=O)c2ccc(C(=O)Nc3c(C)cc(C)cc3C)cc2C1=O
 : -8%	36%[activator]	4%
35	CC(=NO)C1CCC2C3CCC4=CC(=NO)CCC4(C)C3C(O)CC12C (stereo not drawn)
 : 16µM*	13µM*	x
36	CC(=O)c1sc2c(c1C)c(=O)n(-c1ccc(Cl)cc1)c(=O)n2Cc1cc(=O)n2cc(Cl)ccc2n1
 : -6%	-4%	0%
37	COc1ccccc1N1CCN(c2ncnc3c2oc2ccccc23)CC1
 : 5.2µM*	3.7µM*	7%
38	CCOC(=O)c1ccc(N2CN(CC)CNC2=S)cc1
 : u	u	-4%
39	CC(C)n1c(=O)c2ccccc2n1Cc1cn(Cc2ccccc2)nn1
 : -8%	-22%	x
40	COc1ccc(CC(=O)OCC(=O)c2ccc(F)cc2)cc1
 : 13%	-10%	-5%
41	Cc1ccc(-n2nnnc2CSc2nnc(-c3ccc(O)cc3)o2)cc1
 : u	-27%	3%
42	CCc1ccccc1N1C(=O)CC(N2CCc3ccccc32)C1=O (stereo not drawn)
 : -2%	13%	3%
43	COc1cc(/C=C(/C#N)c2nc(-c3cc4ccccc4oc3=O)cs2)ccc1O
 : 2.9µM*	-2%	0%[12.3 µM]
44	Cc1ccc(S(=O)(=O)NCc2ccncc2)c(C)c1C
 : 1.3µM*	1.8µM*	3%
45	CC(=O)c1sc(=S)n(-c2ccccc2)c1C
 : -13%	-14%	1%
46	COc1ccccc1CNC(=O)c1cc(S(=O)(=O)N2CCCCC2)c[nH]1
 : -7%	0%	x
47	COCCCNC(=S)Nc1ccc2c(c1)OCCO2
 : 2%	-9%	1%
48	COc1ccc(-n2ccsc2=S)cc1
 : -16%	0%	-2%
49	COc1ccccc1N1CCN(C(=O)c2cc(C)oc2C)CC1
 : u	-14%	0%
50	CCOC(=O)CSCC(=O)Nc1ccc(S(=O)(=O)N2CCCCC2)cc1
 : -4%	-7%	6%
51	CCn1c(=N)c(C(=O)NCc2cccnc2)cc2c(=O)n3cc(C)ccc3nc21
 : 4%	-7%	x
52	COC(=O)c1ccc2c(=O)n(CCCN3CCCC3=O)c(=S)[nH]c2c1
 : -17%	-12%	-2%
53	CN(C)S(=O)(=O)c1ccc(C(=O)N2CCN(S(=O)(=O)c3ccc4c(c3)OCCO4)CC2)cc1
 : -16%	u	x
54	C#CCOCCOCCOCCNc1nc(N2CCN(C(=O)CCCCCCCCCCNC(=O)[C@@H](CCC(=O)O)n3cc(CCCCCN)nn3)CC2)nc(N2CCN(C(=O)CCCCCCCCCCNC(=O)[C@@H](CCC(=O)O)n3cc(CCCCCN)nn3)CC2)n1
 : -7%	21%	1%
55	Clc1ccccc1Cc1noc(CN2CCN3CCCC3C2)n1 (stereo not drawn)
 : -8%	-1%	x
56	O=C(CNc1cccc(C(F)(F)F)c1)N/N=C/c1cn(-c2ccccc2)nc1-c1ccccc1
 : u	16µM*	5%
57	Cc1cc(NC(=O)Nc2nnc(N(C)C3CCCCC3)s2)ccc1Br
 : u	u	3%
58	CN(CC(=O)Nc1cccc(F)c1)C(=O)CCCN1C(=O)c2cccc3cccc(c23)C1=O
 : u	u	0%
59	Cc1ccc(-n2c(P(C)(=O)O)nc3ccccc32)cc1
 : 4%	1%	8%
60	CC(=O)Nc1ccc(N2CCCCC2)c(C(=O)Nc2cccc(C)c2)c1
 : 9.2µM*	u	-2%

6 of these compounds, set out differently:
(53) CN(C)S(=O)(=O)c1ccc(C(=O)N2CCN(S(=O)(=O)c3ccc4c(c3)OCCO4)CC2)cc1
(59) Cc1ccc(-n2c(P(C)(=O)O)nc3ccccc32)cc1
(56) O=C(CNc1cccc(C(F)(F)F)c1)N/N=C/c1cn(-c2ccccc2)nc1-c1ccccc1
(55) Clc1ccccc1Cc1noc(CN2CCN3CCCC3C2)n1 (stereo not drawn)
(49) COc1ccccc1N1CCN(C(=O)c2cc(C)oc2C)CC1
(51) CCn1c(=N)c(C(=O)NCc2cccnc2)cc2c(=O)n3cc(C)ccc3nc21

Screen / compound no.	53	59	56	55	49	51
TDP1 cell noCPT	-16%	4%	u	-8%	u	4%
DT40 TDP1 CPT	u	1%	16µM*	-1%	-14%	-7%
TDP1 block	x	8%	5%	x	0%	x

Three compounds out of the list, sorted by molecular weight, lowest first:
Fields: TDP1 cell noCPT	DT40 TDP1 CPT	TDP1 block
47	COCCCNC(=S)Nc1ccc2c(c1)OCCO2
 : 2%	-9%	1%
46	COc1ccccc1CNC(=O)c1cc(S(=O)(=O)N2CCCCC2)c[nH]1
 : -7%	0%	x
57	Cc1cc(NC(=O)Nc2nnc(N(C)C3CCCCC3)s2)ccc1Br
 : u	u	3%

Other compounds follow.
Fields: TDP1 cell noCPT	DT40 TDP1 CPT	TDP1 block
61	COCCNC(=O)CSc1nc(-c2ccc(OC)c(OC)c2)cc(C(F)(F)F)n1
 : -16%	0%	-1%
62	COc1ccc(NC(=O)C(C)N=C2NS(=O)(=O)c3ccccc32)cc1S(N)(=O)=O (stereo not drawn)
 : 12%	5%	-1%
63	C[C@@H]1CN([C@H](C)CO)C(=O)CCCn2nncc2CO[C@H]1CN(C)S(=O)(=O)c1ccc(Cl)cc1
 : -20%	-14%	x
64	O=C(NCC1CCCO1)C1CCN(S(=O)(=O)c2ccc(Br)cc2)CC1 (stereo not drawn)
 : 10%	-10%	4%
65	CCn1c2ccccc2c2cc(NC(=O)C(C)C)ccc21
 : 26µM*	u	2%
66	CCCCNC(=O)C1C(c2ccccc2)=Nc2ccccc2N1C(=O)c1ccc(C)cc1 (stereo not drawn)
 : u	13µM*	x
67	O=C(NCCCN1CCOCC1)c1ccc2c(c1)N(Cc1ccccc1)CCS2
 : 23µM*	u	10%
68	COc1ccccc1OCCOc1ccccc1/C=N/n1cnnc1
 : u	u	3%
69	Cc1ccc(Cl)cc1NC(=O)COC(=O)CC1CC2CCC1C2 (stereo not drawn)
 : 0%	-21%	-4%
70	COc1ccc(C2CC3(O)CC(C#N)(C(=O)N3)C2(C#N)C#N)cc1 (stereo not drawn)
 : -8%	-21%	-1%
71	Cc1ccc(-n2c(=S)[nH]c3sc4c(c3c2=O)CCc2ccccc2-4)cc1
 : -23%	-38%	5%
72	CCNC(=O)CC1C(=O)N(CC)C(=S)N1NC(=O)c1ccc(Cl)cc1 (stereo not drawn)
 : 2%	3%	-7%
73	Cc1ccc(C)c(SCC(=O)Nc2cccc(S(=O)(=O)NC3=NCCCCC3)c2)c1
 : u	-27%	-3%
74	COc1ccc(NC(=O)c2ccc(NS(=O)(=O)c3cccc4cccnc34)cc2)cc1
 : u	-26%	x
75	N#C/C(C(=O)N1CCCCC1)=C1\Nc2ccccc2S1
 : u	3%	3%
76	CN(c1ccccc1)S(=O)(=O)c1nnc(NC(=O)c2cccs2)s1
 : -22%	-27%	4%
77	C=CCN(c1ccc(F)cc1)S(=O)(=O)c1cc(C(=O)OCC(=O)N(C)C2CCS(=O)(=O)C2)ccc1Cl (stereo not drawn)
 : -8%	-20%	4%
78	O=S(=O)(Nc1ccncc1Cl)c1ccc2ccccc2c1
 : -21%	-12%	4%
79	COc1cccc(C(O)c2ncc(-c3ccccc3)[nH]2)c1 (stereo not drawn)
 : -23%	u	x
80	CCOc1ccc(NC(=O)c2cc(SC)ccc2Cl)cc1
 : 16µM*	18µM*	-3%
81	Clc1ccccc1-c1nc(-c2ccccc2)n[nH]1
 : u	u	0%
82	COc1cccc(/C=C/C(=O)OCC(=O)c2c[nH]c3ccccc23)c1OC
 : u	u	5%
83	Cc1noc(C)c1C(=O)OC(C)C(=O)Nc1ccc([N+](=O)[O-])cc1C(F)(F)F (stereo not drawn)
 : 9%	-19%	x
84	CC(C)(C)NS(=O)(=O)c1ccc(CCC(=O)Nc2cc(Cl)ccc2Oc2ccccc2)cc1
 : u	u	4%
85	COc1ccccc1-n1c(CNC(=O)c2ccco2)nnc1SCC(=O)Nc1ccc(F)cc1
 : -12%	-6%	4%
86	CC(=O)Nc1ccc(N(CC(=O)NCC2CCCO2)C(=O)CCC(=O)Nc2cc(C)on2)cc1 (stereo not drawn)
 : -19%	-7%	4%[0.0935 µM]
87	CCCCN(C(=O)CCSc1ccc(F)cc1)c1c(N)n(Cc2ccccc2)c(=O)[nH]c1=O
 : -3%	2%	-3%
88	NC1=NC(=O)/C(=C\c2ccc(O)c([N+](=O)[O-])c2)S1
 : -21%	-6%	0%
89	CCCCC(SCC(=O)Nc1ccccc1)C(=O)O (stereo not drawn)
 : -3%	1%	6%
